# MITF TRPM1 HTS: increases MITF-driven TRPM1 promoter luciferase signal; SK-MEL-5 TRPM1-promoter luciferase, 24 h; % of positive control, neutral wells = 0; activation, % at 12.5 µM; actives 0.75% (n = 300,000);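 active means mean activation of at least 80% with every replicate also reaching 80%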;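 further: 0% = neutral control wells and 100% = parthenolide positive control wells; values of inactives mirror those of a sister screen read the other way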
# Wnt bcat act: activators of Wnt/beta-catenin signaling; activation, % at 9.35 µM; Wnt/beta-catenin reporter cell assay, activator, plate reader; actives 1.2% (n = 300,000); in the data active means activation above about 30%, passing the limit was not always enough;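 further: 0% = neutral control wells and 100% = positive control wells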
# V-ATPase pHluor: yeast V-ATPase proton transport regulation by pHLuorin | S. cerevisiae, pHLuorin cytosolic pH fluorescence | response, % at 10 µM | actives 0.37% (n = 350,000) | AID 504577; in the data active means response mostly above about 7.3%, no sharp cut-off; inactive means mostly below about 5.4%; further: actives read high; inactives centre near 0; some compounds called inactive have numbers as strong as hits; reference of the scale not given here
# CAL PDZ FP-1: inhibitors of human CAL PDZ peptide binding. purified CAL PDZ, TMR-peptide fluorescence polarization, 1 h. inhibition, % at 20 µM. actives 0.02% (n = 330,000). AID 504414;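 active means highest replicate inhibition of at least 40%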;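 further: plate controls were DMSO neutral control wells for no effect and unlabeled competitor peptide control wells for full effect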
#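 Assay system – tagged CAL PDZ protein CerCALP, purified · Timing – 1 h at RT · Compound – single point, 20 µM · Measured by – fluorescence polarization from S- and P-plane intensities, G-factor corrected · Evaluation – inhibition from polarization loss · Probe or stimulus – TMR reporter peptide T*-PRC34 · Buffer or medium – pH 7.4 phosphate-saline buffer, reducing agent, detergent, IgG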
# Tat export inh: E. coli Tat transport inhibition. E. coli MC4100 TorA-mCherry Tat export, fluorescence. AID 488895. actives 0.036% (n = 340,000). inhibition, % at 10 µM;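 active means mean replicate inhibition at least 50% and at least half of replicates individually reaching 50%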;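 further: exported cargo escapes ClpAP degradation while cytoplasmic cargo is degraded and loses fluorescence; 0% = median of neutral control wells and 100% = median of NaSCN control wells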
# CAL PDZ FP-2: inhibitors of human CAL PDZ peptide binding; Q9HD26; purified CAL PDZ, TMR-peptide fluorescence polarization, 1 h; inhibition, % at 24.9 µM; actives 0.92% (n = 300,000); AID 602252;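 active means mean inhibition of at least 30% with at least half of replicates also reaching 30%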;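 further: 0% = DMSO neutral control and 100% = excess unlabeled competitor peptide PRC23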
# CDK5 p35 inh: CDK5/p35 (human) kinase inhibition. Q00535+Q15078. Recombinant CDK5/p35, ADP-Glo luminescence, 60 min. inhibition, % at 10 µM. actives 0.01% (n = 330,000);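 active means highest replicate inhibition of at least 50% and at least 75% of replicates reaching 50%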;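 further: plate controls were DMSO neutral control for no effect and GW8510 at 10 µM for full effect; many of its hits are not listed in these tables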
# Target sequence (Q00535 whole entry, looked up): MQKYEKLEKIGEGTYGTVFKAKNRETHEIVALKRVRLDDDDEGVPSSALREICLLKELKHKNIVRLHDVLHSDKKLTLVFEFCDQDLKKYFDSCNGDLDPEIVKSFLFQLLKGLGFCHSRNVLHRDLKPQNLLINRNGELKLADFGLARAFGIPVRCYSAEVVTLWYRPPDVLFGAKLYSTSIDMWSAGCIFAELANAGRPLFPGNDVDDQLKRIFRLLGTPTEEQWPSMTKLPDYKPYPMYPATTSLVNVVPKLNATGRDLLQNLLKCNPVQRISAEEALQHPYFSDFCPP
# Target sequence (Q15078 whole entry, looked up): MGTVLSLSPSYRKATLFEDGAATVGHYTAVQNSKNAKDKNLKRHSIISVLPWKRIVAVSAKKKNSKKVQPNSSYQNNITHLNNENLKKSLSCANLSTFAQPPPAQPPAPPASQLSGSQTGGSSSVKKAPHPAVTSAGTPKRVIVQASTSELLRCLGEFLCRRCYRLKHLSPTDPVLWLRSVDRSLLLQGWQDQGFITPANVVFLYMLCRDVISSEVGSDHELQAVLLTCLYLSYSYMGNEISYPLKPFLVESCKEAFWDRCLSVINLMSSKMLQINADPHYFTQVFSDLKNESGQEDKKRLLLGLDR
# cardiac RTF act: cardiac RTF calcium sensitization. P19429+P45379. IANBD-labeled TnC RTF fluorescence at EC20 calcium; 0% EC20 calcium, 100% full calcium. activation, % at 7.2 µM. actives 0.24% (n = 340,000). AID 493008;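 active means activation above the mean over all tested compounds plus 3 SD, cut at about 30% in these data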;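 further: rise in fluorescence read as greater calcium sensitivity of cardiac thin filaments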
# dFosB act: enhances mouse delta FosB homodimer DNA binding | purified delta FosB, TAMRA-CDK5 oligo fluorescence polarization; percent of positive-control signal above neutral wells | actives 0.99% (n = 340,000) | P13346 | activation, % at 25 µM;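 active means mean activation above about 17%, with every replicate also reaching it, limit read from the data, passing the limit was not always enough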;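 further: fluorescence polarization rise as delta FosB binds a TAMRA Cdk5 AP-1 oligo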
# Target sequence (P13346 whole entry, looked up): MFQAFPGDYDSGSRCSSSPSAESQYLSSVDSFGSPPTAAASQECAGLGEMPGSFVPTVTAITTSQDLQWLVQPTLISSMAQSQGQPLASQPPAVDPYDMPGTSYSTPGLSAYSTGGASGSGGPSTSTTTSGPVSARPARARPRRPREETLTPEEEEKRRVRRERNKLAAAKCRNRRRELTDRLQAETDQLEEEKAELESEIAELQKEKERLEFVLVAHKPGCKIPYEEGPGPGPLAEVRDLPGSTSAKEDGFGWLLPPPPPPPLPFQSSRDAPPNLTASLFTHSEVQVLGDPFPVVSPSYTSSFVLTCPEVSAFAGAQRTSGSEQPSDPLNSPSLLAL
# Rtt109 HAT inh: blocks Candida albicans Rtt109/Vps75 acetyltransferase activity. inhibition, % at 34.9 µM. actives 0.16% (n = 330,000). AID 540336. purified Rtt109/Vps75, ThioGlo CoA-SH fluorescence, 4 h;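 active means inhibition of at least 50% in every replicate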
# * hit, by the source's call; / = not tested or not shown.
Compound	dFosB act	CAL PDZ FP-2	Rtt109 HAT inh	CDK5 p35 inh	V-ATPase pHluor	Wnt bcat act	cardiac RTF act	Tat export inh	CAL PDZ FP-1	MITF TRPM1 HTS
CCN1CCN(C(c2cccs2)C(C)NC(=S)Nc2cc(C)ccc2C)CC1 (stereo not given)	-8	-2	4	-0.3	5	1	-1	-4	-0.3	3
Cc1ccc(C)c(Cn2nnc3c(=O)[nH]c(C(=O)Nc4ccc(F)cc4)nc32)c1	-9	-3	1	0.3	1	3	6	-4	1.4	-2
CC(CC(=O)O)CC(=O)Nc1ccccc1C(=O)O (stereo not given)	3	/	-4	-3.5	-1	/	7	6	-2.6	-3
CCC1(C)Cc2ccccc2-c2nc(SC)[nH]c(=O)c21 (stereo not given)	-8	-4	/	0.9	1	-1	1	-3	0.2	0
CCC(C)NC(=O)C1c2ccccc2C(=O)N1Cc1ccccc1OC (stereo not given)	-9	/	2	-0.9	-6	/	3	2	-3.8	-12
CC1(C)CC(NC(=O)COc2ccccc2Cl)CC(C)(C)N1	1	-2	/	-0.7	-3	-12	-5	3	-3.1	0
COC(=O)c1cc2n(n1)CCN(Cc1ccccc1Cl)C2=O	5	-1	-12	-0.6	-1	/	0	4	-0.3	7
Cc1cccc(NC(=O)c2cccc(S(=O)(=O)NCc3ccccc3)c2)n1	-12	-4	0	-4.0	0	-3	-1	8	-4.1	-1
COc1ccc([C@H]2CC(=O)C=C(c3ccc(OC(F)(F)F)cc3)C2)cc1OC	-6	-3	-4	-1.0	-3	-3	-6	21	-1.5	-6
COc1ccc(S(=O)(=O)N2CCCC(C(=O)Nc3ccc(NC(=O)c4ccccn4)cc3)C2)cc1 (stereo not given)	0	0	2	-0.8	0	5	6	3	-1.3	39
COc1ccccc1CNC(=O)/C(C#N)=C/c1ccc(OC)c(OC)c1OC	-4	-6	3	0.6	0	0	-1	9	-0.4	-16
CN(CC(=O)Nc1ccc(Cl)c(C(F)(F)F)c1)C(=O)c1cccnc1Sc1ccccc1	-7	0	1	0.8	0	-5	7	8	-1.7	3
CC1(C)CC(C(CC(=O)Nc2nccs2)c2ccccc2)CCO1 (stereo not given)	1	4	-2	0.3	1	-8	-11	-3	-0.4	4
Cc1ccc2c(COC(=O)c3ccc(NC(=O)CC#N)cc3)cc(=O)oc2c1C	-1	-5	13	6.4	-2	4	-5	-7	-0.8	17
COc1ccc(Cc2nnc(SCc3nc4ccccc4c(=O)[nH]3)n2C)cc1	-3	28	0	-0.5	/	/	7	14	-1.3	0

# Among those listed so far, these contain an aryl methoxy group.
Compound	dFosB act	CAL PDZ FP-2	Rtt109 HAT inh	CDK5 p35 inh	V-ATPase pHluor	Wnt bcat act	cardiac RTF act	Tat export inh	CAL PDZ FP-1	MITF TRPM1 HTS
CCC(C)NC(=O)C1c2ccccc2C(=O)N1Cc1ccccc1OC (stereo not given)	-9	/	2	-0.9	-6	/	3	2	-3.8	-12
COc1ccc([C@H]2CC(=O)C=C(c3ccc(OC(F)(F)F)cc3)C2)cc1OC	-6	-3	-4	-1.0	-3	-3	-6	21	-1.5	-6
COc1ccc(S(=O)(=O)N2CCCC(C(=O)Nc3ccc(NC(=O)c4ccccn4)cc3)C2)cc1 (stereo not given)	0	0	2	-0.8	0	5	6	3	-1.3	39
COc1ccccc1CNC(=O)/C(C#N)=C/c1ccc(OC)c(OC)c1OC	-4	-6	3	0.6	0	0	-1	9	-0.4	-16
COc1ccc(Cc2nnc(SCc3nc4ccccc4c(=O)[nH]3)n2C)cc1	-3	28	0	-0.5	/	/	7	14	-1.3	0

# Next section
Compound	dFosB act	CAL PDZ FP-2	Rtt109 HAT inh	CDK5 p35 inh	V-ATPase pHluor	Wnt bcat act	cardiac RTF act	Tat export inh	CAL PDZ FP-1	MITF TRPM1 HTS
CCc1nc2oc3ccccc3c(=O)c2cc1C(=O)OC	-7	-12	-2	-0.1	-22	5	-2	-3	-1.6	/
CON(C)C(=O)CCN(C(=O)OC(C)(C)C)c1ccccc1	-4	-3	2	-0.7	-3	1	-5	-1	-0.7	-5
CCOC(=O)c1c(C)c(C(=O)NCCc2ccc(S(N)(=O)=O)cc2)c(C)n1CC	-1	/	-6	1.6	2	/	5	-6	-1.3	-7
CC(C)OC(=O)CSc1nnc(Cc2ccccc2)n1Cc1ccco1	-2	-3	-14	-0.8	-2	/	8	2	0.3	4
COc1ccc(C(CNC(=O)c2cc(S(=O)(=O)Nc3cccc(C)c3)ccc2C)N2CCOCC2)cc1 (stereo not given)	-17	-1	20	2.6	-3	-1	-4	7	0.6	11
CC(C)(Oc1ccc(Cl)cc1)C(=O)Nc1cccc(S(=O)(=O)NC2=NCCC2)c1	-11	19	-7	-1.7	-2	4	-1	-4	-0.9	3
CCCCCN1C(=O)Cn2c(nc3ccccc3c2=O)C1C (stereo not given)	-8	-1	-1	-3.8	4	-3	9	8	-1.6	-6
CCCOC(=O)NC1CCS(=O)(=O)C1 (stereo not given)	-4	-2	-4	-0.5	0	/	3	3	0.2	/
COc1ccc(F)c(CN2CCCC(CO)(Cc3cccc(Cl)c3)C2)c1 (stereo not given)	-5	5	6	-1.1	4	-2	-3	-7	0.3	/
Cc1cc(C(=O)N/N=C/c2cccc([N+](=O)[O-])c2O)n[nH]1	-10	-2	1	0.6	-7	-4	-9	0	-1.5	6
Cc1cc(C(=O)OCC(=O)Nc2ccc(F)c(F)c2)c(C)o1	-8	/	-2	1.7	1	-3	1	11	0.2	1
NS(=O)(=O)c1ccc(Nc2ncccc2[N+](=O)[O-])cc1	-11	7	-9	-0.2	1	5	-1	-1	-2.4	8
COc1ccc(CC(=O)OCC(=O)Nc2ccc3c(c2)OCO3)cc1OC	-13	6	-1	-0.8	1	/	7	1	-0.9	-1
COc1cc(/C=C(\C#N)c2nc(-c3cc4ccccc4oc3=O)cs2)ccc1O	-6	-3	13	-1.2	2	-1	0	-2	-1.9	11
COc1cccc(CN(C)CC(=O)Nc2ccccc2C(C)C)c1	-5	0	0	-0.9	1	-2	-5	-4	-1.2	-14
CC(C)(C)OC(=O)N1Cc2cc3ccccc3nc2C1CO (stereo not given)	-2	5	-5	-0.5	2	6	-2	-6	-0.9	-2
Cn1c(=O)c2c(ncn2CC(=O)OCc2ccccc2)n(C)c1=O	11	1	5	-1.0	-2	-2	-5	-3	-1.0	/
COc1ccc(C)cc1NC(=S)N1CCOCC1	-2	/	-1	0.0	3	-1	-1	14	0.5	6
COc1ccc(C(C(=O)NCC2CCCO2)N(Cc2cccs2)C(=O)c2snc(C(N)=O)c2N)cc1OC (stereo not given)	-11	-2	8	0.7	-4	1	1	-8	-2.0	-8
COC(=O)[C@H](CC(C)C)NC(=O)Nc1cccc(Br)c1	-5	-1	-3	-0.8	3	-2	-4	-8	-2.8	23
Cc1ccc(Cc2cnc(NC(=O)/C(C#N)=C/c3ccc(-c4cccc([N+](=O)[O-])c4)o3)s2)cc1	-3	-3	-4	1.9	-1	/	1	-8	-1.9	-10
CCOC(=O)C1CCN(c2c(N3CCN(c4ccccc4OC)CC3)c(=O)c2=O)CC1	-9	/	-7	-2.1	-1	-2	-4	-11	-0.2	-9
Cc1ccc(-c2ccc(=O)n(CC(=O)N3CCN(c4cc(Cl)ccc4C)CC3)n2)cc1	-13	-8	-2	-1.5	1	-2	-3	8	-0.3	4
Cc1cccc(-n2c(SC(C)C(=O)O)nc3sc4c(c3c2=O)CCCC4)c1 (stereo not given)	0	-5	2	-0.2	2	1	6	10	-1.8	/
COc1ccc(NC(=O)CSc2nc(O)cc(=O)n2-c2ccccc2OC)cc1	0	-3	0	1.1	0	-2	-1	-8	-1.1	-11
COc1cc(NC(=O)CN2C(=O)NC(C)(CCC(C)C)C2=O)cc(OC)c1 (stereo not given)	-3	-4	3	-1.8	3	/	4	11	-0.8	-13
CC1CCN(C(=O)CCN2C(=O)C3C4C=CC(C4)C3C2=O)CC1 (stereo not given)	-5	-2	-3	0.7	2	-1	-5	2	-1.8	5
CCC(=O)c1ccccc1OCCN1CCN(Cc2ccccc2)CC1	-7	-2	-3	0.5	0	0	8	-2	-1.2	-7
CCCSCCCNC(=O)c1cc2c(s1)CS(=O)(=O)C2	1	-2	-2	-2.3	-1	1	3	-13	-1.7	-1
O=C(N/N=C/c1cccnc1)c1cccc(NC(=O)c2ccc(Cl)cc2)c1	32*	-5	8	3.8	4	/	-1	-6	-2.8	4
COc1ccccc1OCc1nnc(SCC(=O)c2cc(Cl)ccc2OC)o1	-10	3	-3	0.8	-1	3	-7	9	-0.3	7
COc1ccc(CCC(C)Nc2ccc(F)cc2)cc1 (stereo not given)	6	0	-3	2.3	1	1	-1	-2	-0.3	-3
NS(=O)(=O)c1ccc(CNC(=O)c2cccc(S(=O)(=O)N3CCc4ccccc43)c2)cc1	-7	0	14	0.4	4	2	1	2	-0.7	-15
CCOc1ccc(S(=O)(=O)N2CCCC(C(=O)NCc3ccncc3)C2)cc1 (stereo not given)	-8	-4	-17	-2.3	2	2	-3	-8	-0.9	14
COc1ccccc1NC(=O)Nc1ccccc1SC	-6	-2	22	-0.4	-4	0	5	1	-1.3	-5
Cc1ccc2oc(=O)c3cc(C(=O)NCCCN4CCN(C)CC4)sc3c2c1	-62	-3	9	0.7	0	2	-4	-9	-2.1	11
CCOC(=O)N1CCC(NC(=O)CN2C(=O)C(CC)Oc3ccc(C)cc32)CC1 (stereo not given)	-1	-4	36	2.9	1	-16	-2	1	-1.8	-3
COC(=O)c1ccccc1NC(=O)c1cc([N+](=O)[O-])nn1Cc1ccccc1	5	-1	9	1.2	-3	-2	-10	1	-0.6	4
O=C(CCC1CCCN(C(=O)C2(c3ccccc3)CC2)C1)N1CCN(c2ccccn2)CC1 (stereo not given)	-10	-4	7	1.4	-5	-2	1	1	/	8
Cc1cccc(-n2c(C)cc(/C=C3/C(=N)N4C(c5ccccc5)=CSC4=NC3=O)c2C)c1	8	-2	-2	1.6	-4	-1	0	-4	-3.3	5
O=C(NCCc1ccc(F)cc1)c1cccc2c1C(=O)c1ccc(N3CCC(Cc4ccccc4)CC3)cc1S2(=O)=O	-6	-1	5	-1.9	-6	/	117*	6	0.4	-3

# Exported with values under each structure: two of the compounds above.
# Values run as follows: dFosB act	CAL PDZ FP-2	Rtt109 HAT inh	CDK5 p35 inh	V-ATPase pHluor	Wnt bcat act	cardiac RTF act	Tat export inh	CAL PDZ FP-1	MITF TRPM1 HTS
> COc1ccccc1OCc1nnc(SCC(=O)c2cc(Cl)ccc2OC)o1
  -10	3	-3	0.8	-1	3	-7	9	-0.3	7
> COc1ccc(CCC(C)Nc2ccc(F)cc2)cc1 (stereo not given)
  6	0	-3	2.3	1	1	-1	-2	-0.3	-3

# The order is random. Share with any hit: about 4.1%.
